FEN1 inh: inhibitors of human flap endonuclease 1; Recombinant FEN1 flap cleavage, fluorescence, 15 min; 390,000 compounds, 0.35% hits; Potency, µM (doses to about 114 µM), inactives show top-dose activity change, negative = inhibition, usual class: inhibitors; AID 588795; P39748; note: nearly all actives have a fitted effect of over 65% in size
Target sequence (P39748 whole entry, looked up): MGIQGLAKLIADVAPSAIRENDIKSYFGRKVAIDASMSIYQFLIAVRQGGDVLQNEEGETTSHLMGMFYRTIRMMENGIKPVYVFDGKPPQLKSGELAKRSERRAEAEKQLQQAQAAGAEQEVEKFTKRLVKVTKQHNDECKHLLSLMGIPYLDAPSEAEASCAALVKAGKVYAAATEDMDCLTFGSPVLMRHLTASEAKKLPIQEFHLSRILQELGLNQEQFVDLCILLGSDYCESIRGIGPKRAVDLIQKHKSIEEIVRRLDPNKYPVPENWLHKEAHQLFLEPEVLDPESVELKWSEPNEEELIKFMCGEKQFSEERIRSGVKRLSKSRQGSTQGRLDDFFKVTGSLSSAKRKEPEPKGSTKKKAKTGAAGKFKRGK
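Recombinant FEN1 (10 nM) was preincubated with pin-transferred compounds for 15 min at room temperature, then flap DNA substrate (50 nM final) was added. Plates were read at 0 and 15 min, and normalized concentration–response data were fitted to a four-parameter Hill equation.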
N370S GC mod: inhibitors or activators of N370S glucocerebrosidase for Gaucher disease | P04062 | N370S GC spleen homogenate, 4MU-glucoside fluorescence | Potency, µM (highest dose often 59.4 µM), inactives show top-dose activity change, negative = inhibition, usual class: inhibitors | 330,000 compounds, 0.092% hits | AID 2101;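 note: 0% = full enzyme activity and -100% = no enzyme basal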
TDP1 inh: blocks human tyrosyl-DNA phosphodiesterase 1. AID 485290. recombinant TDP1, AlphaScreen DNA substrate cleavage. Potency, µM (titrated, usually from 130 µM), without a hit: top-dose activity change, negative = inhibition, usual class: inhibitors. 350,000 compounds, 0.28% hits; note: nearly all actives have a fitted effect of over 40% in size
Target sequence (Q9NUW8 whole entry, looked up): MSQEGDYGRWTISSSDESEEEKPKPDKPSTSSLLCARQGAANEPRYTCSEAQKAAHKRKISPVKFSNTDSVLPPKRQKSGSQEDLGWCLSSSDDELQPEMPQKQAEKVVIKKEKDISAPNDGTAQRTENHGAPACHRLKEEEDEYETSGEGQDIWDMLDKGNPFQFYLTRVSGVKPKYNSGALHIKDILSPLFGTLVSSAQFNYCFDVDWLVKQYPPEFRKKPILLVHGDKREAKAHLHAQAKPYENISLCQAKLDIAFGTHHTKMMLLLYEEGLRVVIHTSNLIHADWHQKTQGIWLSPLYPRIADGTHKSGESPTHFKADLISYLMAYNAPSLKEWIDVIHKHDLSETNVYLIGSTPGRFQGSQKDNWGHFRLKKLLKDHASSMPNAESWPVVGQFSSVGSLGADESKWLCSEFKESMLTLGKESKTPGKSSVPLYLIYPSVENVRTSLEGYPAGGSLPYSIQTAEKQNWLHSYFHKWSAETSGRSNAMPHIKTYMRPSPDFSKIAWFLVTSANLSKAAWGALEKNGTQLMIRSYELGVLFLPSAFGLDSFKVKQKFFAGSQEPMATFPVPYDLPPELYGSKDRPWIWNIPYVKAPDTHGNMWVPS
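Here, a 5' biotin and 3' phosphotyrosine-FITC DNA oligonucleotide reports Tdp1 activity: intact substrate bridges AlphaScreen beads, while cleavage leaves a 3' phosphate and drops signal. All incubations at room temperature.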
Starred values were filed as active, the others as inactive; ? = inconclusive; · = no result given; & = joins results of further samples; [ ] = dose if it differs, or a comment. Calls come from the whole dose curve; as a rule, active = well fitted curve in the direction sought with a large enough effect; inconclusive = small, poorly fitted or top-dose-only effect, or another doubt; inactive = no such curve, though single readings can be large; an effect the other way counts as inactive or inconclusive. Unless noted, % is set by controls: 0 for no effect and ±100 for the full control effect; potency is the fitted concentration of half-maximal effect.

SMILES | FEN1 inh | N370S GC mod | TDP1 inh
O=c1c(-c2ccc3c(c2)OCCO3)coc2cc(OC3OC(CO)C(O)C(O)C3O)ccc12 (stereo not given) | 4% | -16% | 6%
Cc1ccccc1C(=O)N1CCC(C(=O)NN2C(=O)NC3(CCCCC3)C2=O)CC1 | 13% | · | 0%
O=C(Nc1ccc2c(c1)C(=O)NC2=O)c1ccc(S(=O)(=O)N2CCCC2)cc1 | 17% | 4% | 1%
COc1ccc(CCCc2nnc(SCc3nc4ccccc4c(=O)[nH]3)n2C)c(C)c1 | -11% | 3% | ·
COc1c(O)cnn(-c2ccccc2)c1=O | -1% | -5% | 1%
CCOc1ccc(N/C(=N/c2nc(C)cc(C)n2)NC(=O)CC)cc1 | 18% | 3% | 0%
COCCOC(=O)c1c(NC(=O)CN2CCc3ccccc32)sc(C(N)=O)c1C | 7% | -1% | -4%
O=C1C(Cl)=C(N2CCCCCC2)C(=O)N1c1ccc(Cl)cc1 | -20% | ? | -13%
COc1cc(/C=N/NC(N)=O)ccc1OCC(=O)Nc1ccc(C)c(C)c1 | ? | -20% | -5%
O=C(Oc1ccccc1Cl)c1ccc(N2CCOCC2)c([N+](=O)[O-])c1 | -2% | 3% | 3%
Cc1ccc(C(=O)NCC(=O)NCc2ccccc2F)s1 | 11% | · | 0%
COc1ccc(/C=C/C(=O)OCC(=O)NC2CCS(=O)(=O)C2)cc1 (stereo not given) | 8% | · | -3%[56.1 µM]
O=C(C(c1ccccc1)N1CCOCC1)N1CCOCC1 (stereo not given) | 38% | 4% | -5%
CC1(C)Oc2ccc(C(=O)NC3CCCC3)cc2N(CC(=O)NC2CCCCC2)C1=O | -3% | 7% | 0%
COC(=O)c1ccc(C2C(Oc3ccc(OC)cc3)C(=O)N2CCc2ccc(F)cc2)cc1 (stereo not given) | 8% | 4% | -2%
CCOC(=O)C(NC(=O)CC(C)C)(Nc1sc(C)c(CC)c1C#N)C(F)(F)F (stereo not given) | -13% | 0% | 3%
O=C(COC(=O)c1ccc(F)cc1)NCCCc1ccccc1 | -10% | -13% | ·
C=CCOC(=O)C1=C(C)NC(=O)NC1c1ccc(N(C)C)cc1 (stereo not given) | 0% | -13% | 6%
COc1cc(/C=C2\SC(=O)N(CC(=O)Nc3ccccc3F)C2=O)cc(Cl)c1O | -31% | 0% | ·
Cc1c(C(=O)N2CCOCC2)oc2ccc(S(=O)(=O)N3CCCCCC3)cc12 | -14% | 10% | 5%
Nc1ncc(Br)cc1S(=O)(=O)NCCC(=O)Nc1cccc(Cl)c1 | 0% | -3% | -2%
Cc1ccc(N2CCN(S(=O)(=O)N(C)C)CC2)c(C)c1 | 9% | 0% | -4%
CCc1ccc(C2CC(c3cccc(Cl)c3)n3nc(N)nc3N2)cc1 (stereo not given) | 15% | -5% | 8%
CN1C(=O)CC(N2CCN(c3ccc(Cl)c(Cl)c3)CC2)C1=O (stereo not given) | -4% | -1% | 0%
O=C(CNc1cccc2ccccc12)N/N=C/c1ccc[nH]1 | -4% | -10% | 4%

6 records drawn at random from those above, as already listed:
SMILES | FEN1 inh | N370S GC mod | TDP1 inh
O=C1C(Cl)=C(N2CCCCCC2)C(=O)N1c1ccc(Cl)cc1 | -20% | ? | -13%
COCCOC(=O)c1c(NC(=O)CN2CCc3ccccc32)sc(C(N)=O)c1C | 7% | -1% | -4%
O=C(COC(=O)c1ccc(F)cc1)NCCCc1ccccc1 | -10% | -13% | ·
CC1(C)Oc2ccc(C(=O)NC3CCCC3)cc2N(CC(=O)NC2CCCCC2)C1=O | -3% | 7% | 0%
O=c1c(-c2ccc3c(c2)OCCO3)coc2cc(OC3OC(CO)C(O)C(O)C3O)ccc12 (stereo not given) | 4% | -16% | 6%
Cc1c(C(=O)N2CCOCC2)oc2ccc(S(=O)(=O)N3CCCCCC3)cc12 | -14% | 10% | 5%

The listing picks up, repeating the six entries before the break.
SMILES | FEN1 inh | N370S GC mod | TDP1 inh
Cc1c(C(=O)N2CCOCC2)oc2ccc(S(=O)(=O)N3CCCCCC3)cc12 | -14% | 10% | 5%
Nc1ncc(Br)cc1S(=O)(=O)NCCC(=O)Nc1cccc(Cl)c1 | 0% | -3% | -2%
Cc1ccc(N2CCN(S(=O)(=O)N(C)C)CC2)c(C)c1 | 9% | 0% | -4%
CCc1ccc(C2CC(c3cccc(Cl)c3)n3nc(N)nc3N2)cc1 (stereo not given) | 15% | -5% | 8%
CN1C(=O)CC(N2CCN(c3ccc(Cl)c(Cl)c3)CC2)C1=O (stereo not given) | -4% | -1% | 0%
O=C(CNc1cccc2ccccc12)N/N=C/c1ccc[nH]1 | -4% | -10% | 4%
Cc1ccc2c(COn3nnc4ccc(S(=O)(=O)N(C)C)cc43)cc(=O)oc2c1C | · | ? | 2%
O=C(NCc1cccnc1)C(=O)NCC(c1cccnc1)N1CCN(c2ccccc2F)CC1 (stereo not given) | 21% | · | -1%
O=C(NNC(=S)NC(=O)C12CC3CC(CC(C3)C1)C2)c1ccncc1 | 5% | 0% | 5%
O=C(O)c1cn(-c2ccc(F)cc2)c(=O)c2ccccc12 | -8% | -1% | 3%
CN1CCc2c(sc(NC(=O)CSc3ccccc3)c2-c2nc3ccccc3s2)C1 | 2% | · | -3%
COc1c(Cl)cc(C(=O)Nc2ccccc2-c2ccccc2)cc1Cl | -2% | 23% | 0%
COC(=O)c1nn(-c2cccc(C(F)(F)F)c2)ccc1=O | 16% | -14% | ·
Cc1ccc(NC(=O)C2CCCN(S(=O)(=O)c3ccc4c(c3)CCCC(=O)N4)C2)cc1Cl (stereo not given) | 16% | · | 4%
CCN(CC)c1ccc(/C=N\NC(=O)c2cccc3cc[nH]c23)cc1 | 1% | -6% | 4%
CSCCC(NC(=O)/C(=C/c1ccco1)NC(=O)c1ccc(Br)o1)C(=O)O (stereo not given) | 15% | -5% | ·
COC(=O)Nc1ccc(S(=O)(=O)N2CCN(CCN3C(=O)C4C5C=CC(C5)C4C3=O)CC2)cc1 (stereo not given) | -3% | 10% | 0%
CCOC(=O)c1ccc(CNC(=O)C2CCCCC2C(=O)OCC(F)(F)F)o1 (stereo not given) | 2% | 15% | 5%
CCOC(=O)c1c(C)[nH]c(C(=O)COC(=O)COc2ccc(OC)cc2)c1C | 8% | ? | 2%
CCOc1ccc([C@@H]2CC=C(C(=O)O)[C@H](c3ccc(F)cc3)N2S(=O)(=O)c2ccc(C)cc2)cc1 | -20% | 16% | 0%
CN(C)S(=O)(=O)c1ccc(Cl)c(NC(=O)COC(=O)CC(NC(N)=O)c2ccc(Cl)cc2)c1 (stereo not given) | -11% | -8% | -1%
O=C1CCCc2[nH]c3cccc(/C(=C/c4ccccc4)c4ccccc4)c3c21 | -13% | 5% | ·
O=C(CNC(=O)c1ccco1)N/N=C/c1ccccc1[N+](=O)[O-] | 17% | -8% | 5%
COc1cccc(C(c2nnnn2Cc2ccc(F)cc2)N2CCC(C(N)=O)CC2)c1OC (stereo not given) | -5% | -2% | -2%
O=C(Nc1cccc2ccccc12)c1ccc(F)cc1 | 0% | 4% | 4%
CCN(C(=O)c1cc2c(=O)n(CC)c3ccccc3c2s1)c1cccc(C(F)(F)F)c1 | 4% | · | 7%
COc1ccc(N2CCN(C(=O)c3cccn4c(=O)c5ccccc5nc34)CC2)cc1 | 6% | 0% | 2%
CCCn1nnnc1NCc1ccc(OC)cc1OC | 1% | -22% | ·
Cc1sc(NC(=O)c2ccco2)c(CN2CCN(c3ccccc3)CC2)c1C | 17% | 12% | 1%
Cc1cc2nc(-c3cccnc3SCC(=O)NC(C)C)[nH]c2cc1C | -2% | -13% | 2%
O=[N+]([O-])c1cnn(-c2nc(-c3ccccc3)cc(C(F)(F)F)n2)c1 | -12% | -1% | -1%
SMILES | FEN1 inh | N370S GC mod | TDP1 inh
Cc1ccc(Nc2c(-c3ccccc3O)nc3cnccn23)cc1 | -16% | 10% | 3%
C=CCn1c(=O)c(C(=O)NCCc2ccccc2)c(O)c2ccccc21 | -4% | 25% | ·
COc1ccc(CC(=O)Nc2cccc(-c3nnc(-c4ccccc4)o3)c2)cc1OC | -12% | ? | 2%
CCc1ccc(OCC(=O)O/N=C(\N)c2ccccn2)cc1 | 0% | -2% | ·
CS(=O)(=O)N1CCC(Oc2ccccc2C(=O)N2CCCCC2CO)CC1 (stereo not given) | -9% | -2% | -1%
CN(C(=O)c1cccc(COc2ccc(Cl)cc2Cl)c1)c1ccccc1 | -17% | 1% | -3%
CC1CN(C(=O)c2ccc(S(=O)(=O)Nc3ccccc3Cl)cc2)CC(C)O1 (stereo not given) | 6% | -4% | 3%
COC(=O)c1sc(S(=O)(=O)Nc2ccc(Br)cc2)c(C(=O)OC)c1C | -6% | -8% | 1%
C/C(=N\OCC(=O)OCC(=O)Nc1cc(S(C)(=O)=O)ccc1Cl)c1ccc2c(c1)OCO2 | 17% | · | 2%
Nc1ccc(C(=O)Nc2ccc(NC(=O)c3ccco3)c(O)c2)cc1 | -6% | ? | -5%
CC(=O)c1cccc(NC(=O)CSc2ccc(-c3ccco3)nn2)c1 | -6% | -4% | 2%
CCC(=O)C1=C(c2ccc(F)cc2)N(C(=O)CC)n2cnnc2S1 | 1% | · | 0%
COc1ccc(-c2cc(C(=O)OCC(=O)c3cccc([N+](=O)[O-])c3)c3cc(C)ccc3n2)cc1 | 0% | 2% | 5%
COC(=O)c1ccc(C(=O)OC)c(NC(=O)COc2ccccc2OC)c1 | -13% | 5% | 4%
Nc1ccc(S(=O)(=O)Nc2cnc3ccccc3n2)cc1 | -7%&-1% | -21% | 4%
CCOc1ccc(NC(=O)Cn2nnc(C(=O)Nc3ccc(OCC)cc3)c2N)cc1 | 19% | · | 0%
Cc1ccc(C)c(S(=O)(=O)N2CCN(CC(=O)NC(=O)NCc3ccco3)CC2)c1 | -1% | 15% | 3%
CC(C)NC(=S)N/N=C/c1ccccc1[N+](=O)[O-] | 2% | 8% | 5%
Cc1ccc(S(=O)(=O)NC(=O)N2CCN(Cc3c(F)cccc3Cl)CC2)cc1 | 0% | -5% | 6%
CCn1cc(C(=O)OCC(=O)c2ccccc2)c(=O)c2ccc(C)nc21 | -2% | 0% | 0%
Cc1nc2sccn2c1P(c1c(C)nc2sccn12)c1c(C)nc2sccn12 | -15% | 1% | 4%
COc1ccc([N+](=O)[O-])cc1NC(=O)CCN1CCN(C)CC1 | 11% | 14% | -4%
CCc1ccccc1NC(=O)CSc1nc2ncccc2o1 | 14% | · | 1%
CC(C)CNC(=O)c1ccccc1-c1ccccc1C(=O)O | -9% | 20% | 2%
COc1cc(C)ccc1OCCOc1c(Cl)cc(Cl)cc1Cl | -13% | -1% | ·
SMILES | FEN1 inh | N370S GC mod | TDP1 inh
CCOc1cc(C(=S)N2CCCC2)ccc1OC(=O)Cc1ccc(F)cc1 | -23% | 10% | 1%
COc1ccc(CNC(=O)COC(=O)CNC(=O)c2sc3ccccc3c2Cl)cc1OC | -13% | · | 2%
CCN(CC)S(=O)(=O)c1cc(NC(=O)COC(=O)CCC(=O)c2ccc(F)cc2)ccc1C | -7% | 17% | 4%
Cc1c(Cl)cccc1NC(=S)NCCN1CCOCC1 | 7% | -7% | 1%
CC(C)N(C(=O)COC(=O)CCC(=O)c1cccs1)c1ccccc1 | 14% | · | 0%
N#CC1=C(N)Oc2n[nH]c(-c3cccnc3)c2C1c1cc(F)ccc1F (stereo not given) | 1% | 0% | 0%
CCn1c(SCC(=O)N/N=C/c2ccc(O)c(OC)c2)nc2ccccc21 | -3% | -6% | 0%
COc1ccc(C(=O)Nc2ccc(S(=O)(=O)N3CCCCC3)cc2)cc1 | -10% | -1% | 0%
COc1cc([N+](=O)[O-])cc(/C=N/NC(=O)CSc2ccccn2)c1O | -18% | -24% | 9%
N#CC1(NC(=O)Cn2cc(C(F)(F)F)ccc2=O)CCCC1 | -3% | · | 0%
COc1ccc2[nH]cc(CCN3C(=O)c4ccc(C(=O)O)cc4C3=O)c2c1 | 10% | -4% | ·
Cc1cc2c(cc1S(=O)(=O)N(CCN(C)C)Cc1ccco1)OCC(=O)N2 | -2% | · | 0%
CC(C)(C)c1csc(NC(=O)Cc2cccs2)n1 | 1% | 9% | -6%
Cc1cc(C)cc(N(CC(=O)N/N=C/c2ccncc2)S(=O)(=O)c2ccccc2)c1 | -5% | -18% | 2%
Oc1cc(-n2cccn2)c(O)cc1-n1cccn1 | ? | -6% | 9%
COc1ccc(C2C3C(=O)N(Cc4ccccc4)C(=O)C3ON2c2ccccc2)c(OC)c1OC (stereo not given) | ? | 4% | 5%
COc1ccc(CNC(=O)c2cc3cccc4c3n2CC(C)S4)c(OC)c1 (stereo not given) | 0% | · | 0%
COc1ccccc1/C=C/C(=O)OCC(=O)c1cc(C)n(C)c1C | -22% | · | 6%
Oc1ccc(/C=N/n2cnn(Cc3ccccc3Cl)c2=S)c(O)c1 | -23% | 3% | 2%
CCCCN(C(=O)c1ccc(-c2ccc(Cl)cc2)o1)c1c(N)n(CCCC)c(=O)[nH]c1=O | ? | · | 0%
O=C(COc1ccccc1[N+](=O)[O-])N/N=C/c1ccccn1 | 6% | 5% | 3%
Cc1cc(C)cc(NC(=O)CCNS(=O)(=O)c2cc(Br)cnc2N)c1 | -1% | -5% | 2%

Assay outcomes from PubChem BioAssay.
